MBNL1-CUG inh – qHTS Assay for Inhibitors of MBNL1-poly(CUG) RNA binding; Muscleblind-like protein 1 (Homo sapiens), Q9NR56; TR-FRET MBNL1-His/biotin-(CUG)12 binding, 665/545 ratio; Potency, µM (series often up to 57.5 µM), without a hit: at the top dose activity change, negative = inhibition, hits mostly inhibitors; actives 0.036% (n = 280,000); AID 2675, 2010; active = well fitted inhibition curve with a large enough effect in the signal ratio, with a control signal flat, not every such curve was filed as active; inconclusive = small, poorly fitted or top-dose-only effect, or effect the other way, or a change in a side signal; inactive = no such curve, though single readings can be large or run the other way; the % refers to the signal ratio; note: potency is the fitted concentration of half-maximal effect; % is set by controls: 0 for no effect and ±100 for the full control effect
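TR-FRET readout: Ex 340 nm, 665/545 nm emission ratio, normalized to buffer-only (basal) and MBNL1-(CUG)12 controls. Complex of MBNL1-His with Biotin-(CUG)12, compounds 92 nM–58 uM, incubated 60 min at room temperature.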
Mito fusion yeast – qHTS Assay for Small Molecule Inhibitors of Mitochondrial Division or Activators of Mitochondrial Fusion; S. cerevisiae fusion-defective mutant growth rescue, CellTiterGlo 48 h; Potency, µM (highest dose often 46.1 µM), for the others: top-dose growth rescue (activation), most hits filed as activators; actives 0.23% (n = 320,000);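 note: potency is the fitted concentration of half-maximal effect; % of control where 0% means no effect; nearly all actives have a fitted effect of over 45% in size; temperature-sensitive fusion mutants such as fzo1-1 at 37 °C on non-fermentable ethanol glycerol medium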
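Read-out: ATP-based luminescence (CellTiterGlo, 10 min ambient) reporting growth of fusion-defective ts yeast after 48 hours at 37C on glycerol/ethanol YPEG medium in the presence of compound.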
Menin MLL FP TR – qHTS Assay for Inhibitors Targeting the Menin-MLL Interaction in MLL Related Leukemias: Competition With Texas Red Labeled MLL-derived Mutant Peptide; O00255; Menin + Texas Red MLL mutant peptide, fluorescence polarization; Potency, µM (titrated, usually from 61.6 µM), inactives show top-dose FP activity change, negative = inhibition, hits mostly inhibitors; actives 0.23% (n = 270,000); active = well fitted inhibition curve with a large enough effect in the polarisation, with a control signal flat, not every such curve was filed as active; inconclusive = small, poorly fitted or top-dose-only effect, or effect the other way, or a change in a side signal; inactive = no such curve, though single readings can be large or run the other way; the % refers to the polarisation; note: potency is the fitted concentration of half-maximal effect; % of control where 0% means no effect; many of its hits are not listed in these tables
TSHR antag – Antagonists of the Thyroid Stimulating Hormone Receptor: HTS campaign; activity change, negative = inhibition, % at 11.5 µM; TSHR-expressing cells, TSH-stimulated cAMP HTRF, 2 h; active compounds read low; Thyrotropin receptor (Homo sapiens), P16473; actives 0.2% (n = 330,000);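 active = activity change below a set negative limit, meaning inhibition stronger than a set level, cut at about -70% in these data; inconclusive = activity change between two set negative limits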; note: % is set by controls: 0 for no effect and ±100 for the full control effect
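Antagonism was scored as loss of TSH-driven cAMP in TSHR cells, stimulated with 4nM TSH (EC80) for 2 hours at 37 deg C and detected by homogeneous HTRF competition immunoassay.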
S-ASM inh – Inhibitors of Secretory Acid Sphingomyelinase (S-ASM): qHTS. Potency, µM (titrated, usually from 57.5 µM), for the others: top-dose activity change, negative = inhibition, most hits filed as inhibitors. Sphingomyelin phosphodiesterase (Homo sapiens), P17405. actives 0.006% (n = 340,000). AID 504937, 2011. placental ASM, HMU-PC fluorogenic substrate, 60 min; note: potency is the fitted concentration of half-maximal effect
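qHTS format. ASM enzyme prepared from human placenta hydrolyses the fluorogenic substrate HMU-PC0 (9 uM final) over 60 min at 37 °C after a 10 min compound preincubation.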
A-T KAP1 phos – qHTS Assay for Identifying a Potential Treatment of Ataxia-Telangiectasia; Potency, µM (top dose mostly 57.5 µM), without a hit: at the top dose activation, most hits filed as activators; actives 0.19% (n = 320,000); […] A-T fibroblasts, KAP-1 phosphorylation AlphaLISA; neocarzinostatin DNA damage 30 min before lysis; AID 485349, 2010; note: potency is the fitted concentration of half-maximal effect; % of control where 0% means no effect; nearly all actives have a fitted effect of over 45% in size
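ATM-like activity read as KAP-1 phosphorylation via AlphaLISA donor/acceptor antibody pairs after lysis and 6 hr at 25C. Cells were ATM-null patient fibroblasts ([…], hTERT), dosed 60 min, then exposed to the DSB inducer NCS for 30 min.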
TSG101-PTAP inh – qHTS Assay for Iinhibitors of HIV-1 Budding by Blocking the Interaction of PTAP/TSG101 | Tumor susceptibility gene 101 protein (Homo sapiens), Q99816 | Fluorescence polarization, FITC-PTAP peptide / Tsg101 binding | Potency, µM (titrated, usually from 115 µM), for the others: top-dose activity change, negative = inhibition, usual class: inhibitors | 340,000 tested, under 10 active; active = well fitted inhibition curve with a large enough effect in the main read-out, with a control signal flat, not every such curve was filed as active; inconclusive = small, poorly fitted or top-dose-only effect, or effect the other way, or a change in a side signal; inactive = no such curve, though single readings can be large or run the other way; note: potency is the fitted concentration of half-maximal effect; % of control where 0% means no effect
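Fluorescence anisotropy tracks displacement of a FITC-tagged PTAP peptide (50 nM) from the Tsg101 binding domain (10 uM), following a 20 min room-temperature incubation at pH 7.5.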
TCR activator – Activators of T cell receptors: qHTS campaign. Potency, µM (titrated, usually from 9.22 µM), for the others: at the highest dose activation of IL-2 secretion, usual class: activators. primary human leukocytes, anti-CD3, IL-2 HTRF, 48 h. 330,000 tested, under 10 active; note: % of control where 0% means no effect
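Using a-CD3 beads without co-stimulation, primary human leukocytes were exposed to compounds for 48 hr. An HTRF IL-2 kit measured the cytokine, with europium-to-d2 energy transfer producing emission at 665nm upon 320nm excitation.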
CXXC DNA block – qHTS Fluorescence Polarization Assay for Inhibitors of MLL CXXC domain - DNA interaction; Potency, µM (highest dose often 115 µM), for inactives: top-dose activity change, negative = inhibition, hits mostly inhibitors; Histone-lysine N-methyltransferase 2A (Homo sapiens), Q03164; MLL-CXXC / FITC-HOXA9 DNA fluorescence polarization; AID 2662, 2010; actives 0.037% (n = 290,000); active = well fitted inhibition curve with a large enough effect in the polarisation, with a control signal flat, not every such curve was filed as active; inconclusive = small, poorly fitted or top-dose-only effect, or effect the other way, or a change in a side signal; inactive = no such curve, though single readings can be large or run the other way; the % refers to the polarisation; note: potency is the fitted concentration of half-maximal effect
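Fluorescence polarization: 7 uM MLL-CXXC (stock) preincubated 5 min with compounds, then 50 nM fluorescein-HOX-A9 DNA (stock) added; 30 min ambient. Buffer 50 mM Tris-HCl pH 7.5, 50 mM NaCl, 1 mM DTT, 0.05% BSA.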
Integrin act MD – qHTS for Activators of Integrin-Mediated Alleviation for Muscular Dystrophy; alpha7betagal myoblasts, beta-gal FDG fluorescence, 48 h; Potency, µM (titrated, usually from 38.3 µM), for inactives: at the top dose activation, hits mostly activators; actives 0.064% (n = 350,000); AID 624291, 2012;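 note: potency is the fitted concentration of half-maximal effect; 100% = response of the positive control SU9516; nearly all actives have a fitted effect of over 60% in size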
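Alpha7betagal+/- myoblasts (passage 13) were plated 16-24 hr, then exposed to compounds (1:260 dilution of DMSO stock) for 48 hours at 37C. After MPER lysis, β-galactosidase reporter activity was read as FDG fluorescence (ex 480/em 540) after 30 minutes.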
Starred values were filed as active, the others as inactive; [ ] = remark or other dose. Unless noted, calls come from the whole dose curve; as a rule, active = well fitted curve in the direction sought with a large enough effect; inconclusive = small, poorly fitted or top-dose-only effect, or another doubt; inactive = no such curve, though single readings can be large; an effect the other way counts as inactive or inconclusive. Only part of the results is shown, so the mix of outcomes need not match the whole.

Results for O=c1cnc(-c2ccc(Cl)cc2)cn1O ?
Mito fusion yeast: 5%; Menin MLL FP TR: -17%; TSHR antag: 3; S-ASM inh: -5%; A-T KAP1 phos: 3%; TSG101-PTAP inh: -6%; TCR activator: -1%; CXXC DNA block: 13%; Integrin act MD: -1%

What do the screens show for `Cc1cc(C)cc(N(CCC#N)C(=O)COC(=O)c2ccccc2SCC(=O)N2CCCC2)c1`?
MBNL1-CUG inh: 1%; Mito fusion yeast: 4%; TSHR antag: 7; S-ASM inh: -1%; A-T KAP1 phos: -6%; TSG101-PTAP inh: -2%; TCR activator: 1%; CXXC DNA block: 4%; Integrin act MD: -9%

Results for Cc1ccc(-n2[nH]c(C)c(C=Nc3ccc(S(=O)(=O)Nc4nccs4)cc3)c2=O)c(C)c1 ?
MBNL1-CUG inh: 5%; Mito fusion yeast: -2%; Menin MLL FP TR: 39%[activator]; TSHR antag: 27; A-T KAP1 phos: 8%; CXXC DNA block: -14%

What do the screens show for `O=C(CN1CCN(Cc2ccccc2)CC1)N/N=C\C=C/c1ccco1`?
MBNL1-CUG inh: 12%; Mito fusion yeast: -3%; Menin MLL FP TR: 2%; TSHR antag: -4; S-ASM inh: 3%; A-T KAP1 phos: -1%; TSG101-PTAP inh: -4%; TCR activator: -7%[46.1 µM]; CXXC DNA block: -1%; Integrin act MD: -20%

How did CC1CC(C)CN(CCCNC(=O)COc2cc(=O)n(C)c3ccccc23)C1 (configuration not stated) do in these assays?
MBNL1-CUG inh: 13%; Mito fusion yeast: 1%; Menin MLL FP TR: -18%; TSHR antag: 16; S-ASM inh: 2%; A-T KAP1 phos: -2%; TSG101-PTAP inh: -7%; TCR activator: -4%[46.1 µM]; CXXC DNA block: -12%; Integrin act MD: 13%

Results for CCCCCNC(=O)c1ccc2c(=O)n(CC3CCCO3)c(=S)[nH]c2c1 (configuration not stated) ?
MBNL1-CUG inh: 2%; Mito fusion yeast: 13%; Menin MLL FP TR: 15%; TSHR antag: 13; S-ASM inh: -2%; A-T KAP1 phos: 2%; TSG101-PTAP inh: 0%; TCR activator: 7%; CXXC DNA block: 6%; Integrin act MD: -1%

How did O=C(COC(=O)CN1C(=O)c2ccccc2C1=O)Nc1ccccc1 do in these assays?
TSHR antag: -2; S-ASM inh: -1%; A-T KAP1 phos: 21%; TSG101-PTAP inh: -2%; TCR activator: 0%; Integrin act MD: 4%

How did CCCC1=Nc2cc(C(=O)N3CCC(C(=O)OCC)CC3)ccc2Sc2ccccc21 do in these assays?
MBNL1-CUG inh: 4%; Mito fusion yeast: 14%; Menin MLL FP TR: inconclusive; TSHR antag: 16; S-ASM inh: -11%; A-T KAP1 phos: -3%; TSG101-PTAP inh: -1%; TCR activator: 4%; CXXC DNA block: 14%; Integrin act MD: 19%

Results for O=C(Nc1cccc(S(=O)(=O)N2CCCCCC2)c1)C1CCN(C(=O)c2ccc(Cl)cc2)CC1 ?
Mito fusion yeast: 1%; TSHR antag: -5; S-ASM inh: -7%; A-T KAP1 phos: 1%; TSG101-PTAP inh: -1%; TCR activator: 3%; Integrin act MD: -62%[inhibitor]

What do the screens show for `CCOC(=O)/C=c1\s/c(=C\c2ccc(C(=O)OC)cc2)c(=O)n1CC(=O)Nc1ccccc1`?
MBNL1-CUG inh: 5%; Mito fusion yeast: -2%; Menin MLL FP TR: -20%; TSHR antag: -3; S-ASM inh: 11%; A-T KAP1 phos: -2%; TSG101-PTAP inh: 0%; TCR activator: 0%; CXXC DNA block: -19%; Integrin act MD: -7%

What do the screens show for `O=C(NC(=S)N1CCCCC1CO)C12CC3CC(CC(C3)C1)C2` (configuration not stated)?
MBNL1-CUG inh: 2%; Mito fusion yeast: -7%; TSHR antag: 6; S-ASM inh: 0%; A-T KAP1 phos: -6%; TSG101-PTAP inh: -5%; TCR activator: -9%; CXXC DNA block: 2%; Integrin act MD: 0%

Results for CCCC(=O)N(Cc1cc2cccc(C)c2[nH]c1=O)c1ccccc1OC ?
MBNL1-CUG inh: 2%; Mito fusion yeast: 2%; Menin MLL FP TR: 5%; TSHR antag: 3; S-ASM inh: 2%; A-T KAP1 phos: 2%; TSG101-PTAP inh: -7%; TCR activator: 0%; CXXC DNA block: 0%; Integrin act MD: -9%

What do the screens show for `Cc1cc(C)cc(-n2ncc3c2CCCC3NC(=O)CN2CCCC2=O)c1` (configuration not stated)?
MBNL1-CUG inh: -3%; Mito fusion yeast: -3%; TSHR antag: 29; S-ASM inh: 5%; A-T KAP1 phos: 3%; TSG101-PTAP inh: -9%; TCR activator: -4%; CXXC DNA block: 13%; Integrin act MD: -5%

What do the screens show for `COc1ccc(CN2CCN(Cc3cccc(Oc4ccccc4)c3)CC2)c(OC)c1OC`?
MBNL1-CUG inh: -3%; Mito fusion yeast: -16%; Menin MLL FP TR: inconclusive; TSHR antag: 3; S-ASM inh: -1%; A-T KAP1 phos: 0%; TSG101-PTAP inh: 0%; TCR activator: 1%; CXXC DNA block: -3%; Integrin act MD: 14%

What do the screens show for `O=C(Cc1ccc(Br)cc1)NNC(=O)Nc1ccc(Cl)cc1`?
MBNL1-CUG inh: 2%; Mito fusion yeast: -1%; Menin MLL FP TR: inconclusive; TSHR antag: -8; S-ASM inh: -2%; A-T KAP1 phos: 5%; TSG101-PTAP inh: -1%; TCR activator: -12%; CXXC DNA block: -4%; Integrin act MD: -18%

Results for Cc1nn(CC(=O)NCCCN2CCCCC2)c(=O)c2cccn12 ?
MBNL1-CUG inh: 2%; Mito fusion yeast: 2%; Menin MLL FP TR: -1%; TSHR antag: 10; S-ASM inh: -4%; A-T KAP1 phos: 2%; TSG101-PTAP inh: -1%; TCR activator: -4%; CXXC DNA block: 5%; Integrin act MD: 7%

What do the screens show for `O=C(OC(c1ccc(NS(=O)(=O)c2ccccc2)cc1)(C(F)(F)F)C(F)(F)F)c1ccccc1`?
MBNL1-CUG inh: -8%; Mito fusion yeast: -12%; Menin MLL FP TR: 25%; TSHR antag: 3; S-ASM inh: -2%; A-T KAP1 phos: -1%; TSG101-PTAP inh: 0%; TCR activator: 0%[46.1 µM]; CXXC DNA block: 18%; Integrin act MD: 9%

What do the screens show for `C#CCOCCOCCOCCNc1nc(N2CCN(C(=O)[C@H](CCC(=O)O)n3cc(CN)nn3)CC2)nc(N2CCN(C(=O)[C@H](CCCCN)n3cc([C@@H](N)CC(N)=O)nn3)CC2)n1`?
TSHR antag: -11; S-ASM inh: 3%; A-T KAP1 phos: 12%; TSG101-PTAP inh: -2%; TCR activator: 9%; Integrin act MD: 14%

How did Cc1cccc(C)c1NC(=O)C[N+](C)(C)CC(O)COc1cccc2ccccc12 (configuration not stated) do in these assays?
MBNL1-CUG inh: 7%; Mito fusion yeast: -16%; Menin MLL FP TR: -18%; TSHR antag: -1; S-ASM inh: -6%; A-T KAP1 phos: 5%; TSG101-PTAP inh: -2%; TCR activator: 11%; CXXC DNA block: 12%; Integrin act MD: 22%

What do the screens show for `CC(C)CCNC(=O)Cn1c(=O)oc2cc(S(=O)(=O)N3CC(C)CC(C)C3)ccc21` (configuration not stated)?
MBNL1-CUG inh: 2%; Mito fusion yeast: 2%; Menin MLL FP TR: 23%; TSHR antag: -4; S-ASM inh: -5%; A-T KAP1 phos: 4%; TSG101-PTAP inh: 1%; TCR activator: 5%; CXXC DNA block: 7%; Integrin act MD: 3%

What do the screens show for `COc1ccc(N(CC(=O)Nc2ccccc2C(=O)O)S(=O)(=O)c2ccc(C)c([N+](=O)[O-])c2)cc1`?
MBNL1-CUG inh: 4%; Mito fusion yeast: -12%; Menin MLL FP TR: inconclusive; TSHR antag: -16; S-ASM inh: 13%; A-T KAP1 phos: 0%; TSG101-PTAP inh: 2%; TCR activator: -3%; CXXC DNA block: -5%; Integrin act MD: 22%

Assay outcomes (PubChem)
